Nrf2 activator = qHTS of Nrf2 Activators. Potency, µM (titrated, usually from 46.1 µM), for the others: top-dose activation, actives largely listed as activators. AREc32 ARE-luciferase reporter (MCF7-derived line), luminescence, 24 h. actives 0.31% (n = 410,000); further: potency means the concentration at half of the fitted maximal effect; % of control where 0% means no effect; nearly all actives have a fitted effect of over 65% in size
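Luciferase luminescence (Steady-Glo, 30 min at room temperature) served as the read-out of ARE activation in AREc32 cells treated with compounds for 24 hr at 37 deg C.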
TGFb inhibitor = qHTS for Inhibitors of TGF-b; HepG2 CAGA-GFP TGF-b/SMAD3 reporter, GFP fluorescence, 18 h; TGF-beta stimulated, 500 pg/mL final; Potency, µM (top dose mostly 46.1 µM), for the others: at the highest dose activity, negative = inhibition, most hits filed as inhibitors; actives 1.2% (n = 410,000); AID 588855, 2011; further: potency means the concentration at half of the fitted maximal effect; on the % scale 0 is the no-effect control and ±100 the full control effect; nearly all actives have a fitted effect of over 65% in size
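Per well, imaged GFP fluorescence of HEPG2 CAGA-GFP cells gives the signal; cells get compound, then TGF-beta (500 pg/mL final), 18 h at 37 degrees C; %Activity versus -TGF-beta and +DMSO controls.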
A549 viability = Nrf2 qHTS screen for inhibitors: counterscreen for cytotoxicity | actives 0.16% (n = 390,000) | AID 504648, 2011 | A549 ARE-Fluc cells, CellTiter-Fluor viability, 18-24 h | Potency, µM (series often up to 46 µM), without a hit: at the top dose activity change, negative = cytotoxicity, most hits filed as inhibitors; further: potency means the concentration at half of the fitted maximal effect; on the % scale 0 is the no-effect control and ±100 the full control effect
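A549 ARE-Fluc cells in 5% FBS OPTI-MEM, 5000 cells/well, rested 2 h then exposed to compounds in concentration-response for 18-24 h at 37 °C. Viability by CellTiter-Fluor fluorescence (Ex 405/Em 525) after 30 min; luciferase luminescence (BugLite, 15 min, RT) read afterwards.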
CCT modulator = High-Throughput Screening for Modulators of Cytosolic Chaperonin Activity; purified chaperonin ATPase assay, HTRF ADP detection, 30 min; activity change, % (no concentration beside the values), hits read low; actives 0.3% (n = 360,000); AID 651819, 2012; in the data active means activity change below about -30%; further: on the % scale 0 is the no-effect control and ±100 the full control effect
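We incubate TRiC, 40 or 20 nM final, with library compounds at 76 uM and 10 uM ATP for 30 min at 37 °C. ADP formed is detected with Transcreener HTRF reagents after 30 min at room temperature.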
Mm-Cpn inhibitor = Inhibitors of TCP-1 ring complex (TRiC) of Methanococcus maripaludis (MmCpn): qHTS; Chaperonin Mm-Cpn (Methanococcus maripaludis); purified Mm-Cpn ATPase, ADP Transcreener TR-FRET; Potency, µM (titrated, usually from 76.9 µM), for inactives: top-dose activity, negative = inhibition, usual class: inhibitors; actives 0.031% (n = 330,000); AID 504842, 2011; further: potency means the concentration at half of the fitted maximal effect; on the % scale 0 is the no-effect control and ±100 the full control effect; nearly all actives have a fitted effect of over 80% in size
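Eu-cryptate anti-ADP/ADP-d2 competition gives a ratio inversely related to ADP. Enzyme at 25 nM was pre-exposed to compound for 10 min, then given 10 uM ATP for 30 min, 37°C throughout.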
pAkt inh = HTS Assay for Inhibitors of Akt Phophorylation: Primary Screen | Neuro2A IGF-stimulated pAkt S473 HTRF, 20 min; hits give low values | activity change, % for hits at 50 µM | actives 0.32% (n = 360,000); in the data active means activity change below about -80%; inconclusive means mostly about -51% to -80%; further: on the % scale 0 is the no-effect control and ±100 the full control effect
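Neuro2A cells in DMEM with 0.5% FBS, overnight at 37 deg C, given compound at single 50 µM final, then IGF (6 nM final) for 20 min at 37 deg C. Lysed; phospho-Akt Ser473 by HTRF after 24 h, 665/615 ratio.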
Nrf2 block = Nrf2 qHTS screen for inhibitors. A549 ARE-Fluc reporter, luciferase luminescence, 18-24 h. Potency, µM (top dose mostly 46 µM), inactives show top-dose activity change, negative = inhibition, actives largely listed as inhibitors. actives 2.1% (n = 360,000). AID 504444, 2011; further: potency means the concentration at half of the fitted maximal effect; on the % scale 0 is the no-effect control and ±100 the full control effect; nearly all actives have a fitted effect of over 60% in size
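Cells were seeded and rested 2 h, then exposed to compounds for 18-24 h. CellTiter-Fluor was read first as a viability measure. BugLite was added 15 min before the final luminescent read of ARE-luciferase activity in A549 cells.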
EPAC2 agonist = qHTS for Agonist of cAMP-regulated guanine nucleotide exchange factor 4 (EPAC2): primary screen | Rap guanine nucleotide exchange factor 4 (Homo sapiens), Q8WZA2 | EPAC2 activation, biochemical qHTS; response scale: 100% = 6.5 mM cAMP response | Potency, µM (top dose mostly 154 µM), for inactives: at the top dose activation, most hits filed as activators | actives 0.079% (n = 360,000) | AID 720711, 2013; further: potency means the concentration at half of the fitted maximal effect; nearly all actives have a fitted effect of over 50% in size
Target sequence (Q8WZA2 whole entry, looked up): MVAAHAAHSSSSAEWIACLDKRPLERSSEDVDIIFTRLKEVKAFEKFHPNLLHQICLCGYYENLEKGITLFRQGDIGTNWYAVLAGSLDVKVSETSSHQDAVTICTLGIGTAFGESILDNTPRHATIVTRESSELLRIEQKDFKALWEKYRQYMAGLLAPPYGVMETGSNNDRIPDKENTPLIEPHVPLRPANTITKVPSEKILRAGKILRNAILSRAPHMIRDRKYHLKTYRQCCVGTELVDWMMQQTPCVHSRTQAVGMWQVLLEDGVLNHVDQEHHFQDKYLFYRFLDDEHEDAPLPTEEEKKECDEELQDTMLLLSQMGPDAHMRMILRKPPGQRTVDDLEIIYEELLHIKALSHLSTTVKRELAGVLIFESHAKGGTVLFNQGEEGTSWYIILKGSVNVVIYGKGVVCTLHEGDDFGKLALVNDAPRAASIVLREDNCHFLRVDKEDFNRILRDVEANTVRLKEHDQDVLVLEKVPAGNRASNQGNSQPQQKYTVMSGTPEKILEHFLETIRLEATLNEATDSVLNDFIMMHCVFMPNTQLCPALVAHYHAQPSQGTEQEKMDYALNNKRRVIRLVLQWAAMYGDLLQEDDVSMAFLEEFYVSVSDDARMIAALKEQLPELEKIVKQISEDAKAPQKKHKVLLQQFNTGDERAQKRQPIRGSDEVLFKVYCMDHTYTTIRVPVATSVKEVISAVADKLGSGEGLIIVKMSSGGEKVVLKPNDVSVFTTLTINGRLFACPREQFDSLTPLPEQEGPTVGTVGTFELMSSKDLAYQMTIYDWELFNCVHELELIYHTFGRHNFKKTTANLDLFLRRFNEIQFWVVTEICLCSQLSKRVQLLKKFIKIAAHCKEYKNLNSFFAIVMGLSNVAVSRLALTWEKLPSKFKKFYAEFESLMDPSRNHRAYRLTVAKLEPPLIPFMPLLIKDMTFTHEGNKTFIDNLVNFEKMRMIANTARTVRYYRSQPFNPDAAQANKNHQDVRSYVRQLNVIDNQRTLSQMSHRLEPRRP
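Exchange assay: 100 nM EPAC2 with 250 nM Rap1B-BODIPY-GDP and 50 uM GDP. Fluorescence (ex 480/em 540 nm) read every 5 min for 30 min at room temperature. Data normalized to 6.5 mM cAMP as agonist control.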
EPAC2 antagonist = qHTS for Antagonist of cAMP-regulated guanine nucleotide exchange factor 2 (EPAC2): primary screen; Rap guanine nucleotide exchange factor 4 (Homo sapiens), Q8WZA2; EPAC2 GEF exchange of Rap1B-BODIPY-GDP, fluorescence; Potency, µM (doses to about 114 µM), for the others: at the highest dose activity, negative = inhibition, hits mostly inhibitors; actives 0.18% (n = 360,000); further: potency means the concentration at half of the fitted maximal effect; on the % scale 0 is the no-effect control and ±100 the full control effect; nearly all actives have a fitted effect of over 45% in size; many of its hits are not listed in these tables
Starred values were filed as active, the others as inactive; [ ] = another dose, or the depositor's remark. Unless noted, the call rests on the fitted dose curve; in most records, active means well fitted curve in the direction sought with a large enough effect; inconclusive means small, poorly fitted or top-dose-only effect, or another doubt; inactive means no such curve, though single readings can be large; an effect the other way counts as inactive or inconclusive. A portion of the library (hit frequency here may not be typical).

What do the screens show for `O=C(/C=C/c1ccccc1)N/C(=C/c1ccccc1)C(=O)Nc1ccccc1O`?
Nrf2 activator: 6.4%; TGFb inhibitor: -4.0%; A549 viability: 1.4%; CCT modulator: -4.5; Mm-Cpn inhibitor: -3.8%; pAkt inh: inactive; Nrf2 block: 17.7%; EPAC2 agonist: 15.9%; EPAC2 antagonist: -10.5%

Results for Cc1ccc(NC(=O)CN(C)C(=O)/C=C/c2cccs2)cc1 ?
Nrf2 activator: -0.8%; TGFb inhibitor: -12.1%; A549 viability: 0.9%; CCT modulator: 0.9; Mm-Cpn inhibitor: -14.0%; pAkt inh: inactive; Nrf2 block: 14.2%; EPAC2 agonist: 0.9%; EPAC2 antagonist: 8.4%

How did COc1ccccc1NC(=S)N1CCC(NC(=O)C23CC4CC(CC(C4)C2)C3)CC1 do in these assays?
Nrf2 activator: -0.5%; TGFb inhibitor: -7.2%; A549 viability: 1.4%; CCT modulator: -0.6; Mm-Cpn inhibitor: 3.7%; pAkt inh: inactive; Nrf2 block: -22.9%; EPAC2 agonist: 3.1%; EPAC2 antagonist: -23.8%

How did Cc1nc2c3ccccc3nc(NNC(=O)CCC(=O)NCCN3CCN(c4ccccc4)CC3)n2n1 do in these assays?
Nrf2 activator: 2.9%; TGFb inhibitor: 6.8%; A549 viability: 8.0%; CCT modulator: -0.6; Mm-Cpn inhibitor: 0.8%; pAkt inh: inactive; Nrf2 block: 6.2%; EPAC2 agonist: 8.6%; EPAC2 antagonist: 7.2%

Results for CCC(Oc1ccccc1)C(=O)N(C)CC(=O)N(CC(C)C)c1c(N)n(CC(C)C)c(=O)[nH]c1=O (stereo not given) ?
Nrf2 activator: -0.2%; TGFb inhibitor: 7.4%; A549 viability: 0.9%; CCT modulator: -0.2; Mm-Cpn inhibitor: 1.0%; pAkt inh: inactive; Nrf2 block: -4.1%; EPAC2 agonist: 2.1%; EPAC2 antagonist: 3.2%

What do the screens show for `Cc1cc2cc3c(cc2nc1SCC(=O)O)OCCO3`?
Nrf2 activator: 7.5%; TGFb inhibitor: -4.8%; A549 viability: 3.1%; CCT modulator: -4.3; Mm-Cpn inhibitor: -3.2%; pAkt inh: inactive; Nrf2 block: -17.6%; EPAC2 agonist: 14.9%; EPAC2 antagonist: -8.3%

Results for CC1=C/C(=C\C=C(C#N)C#N)N(C)c2ccccc21 ?
Nrf2 activator: 0.7%; TGFb inhibitor: 25.1%; A549 viability: inconclusive; CCT modulator: -0.7; Mm-Cpn inhibitor: -1.0%; pAkt inh: inactive; Nrf2 block: -24.1%; EPAC2 agonist: -0.6%; EPAC2 antagonist: -5.7%

Results for COc1ccc(C)cc1NS(=O)(=O)c1ccc(NC(=O)CN(c2cc([N+](=O)[O-])ccc2C)S(C)(=O)=O)cc1 ?
Nrf2 activator: 4.7%; TGFb inhibitor: inconclusive; A549 viability: -15.2%; CCT modulator: -0.6; Mm-Cpn inhibitor: 1.2%; pAkt inh: inactive; Nrf2 block: inconclusive; EPAC2 agonist: 2.2%; EPAC2 antagonist: -10.8%

Results for CCOC(=O)[C@H]1[C@H]2COc3ccc(Br)cc3[C@@H]2N2C(=O)c3cc(F)c(F)cc3NC(=O)[C@@]12C ?
Nrf2 activator: -1.1%; TGFb inhibitor: -13.0%; A549 viability: 0.4%; CCT modulator: -2.5; Mm-Cpn inhibitor: -1.2%; pAkt inh: inactive; Nrf2 block: -7.3%; EPAC2 agonist: 18.9%; EPAC2 antagonist: 0.1%

What do the screens show for `CCc1c(C)c2c(C)nn(-c3ccccc3)c2[nH]c1=O`?
Nrf2 activator: 8.4%; TGFb inhibitor: -16.7%; A549 viability: 0.3%; CCT modulator: -0.1; Mm-Cpn inhibitor: -2.7%; pAkt inh: inactive; Nrf2 block: -0.6%; EPAC2 agonist: 8.7%; EPAC2 antagonist: -4.4%

How did Cn1c(=O)c2sccc2n2c(CCC(=O)Nc3ccc(F)cc3)nnc12 do in these assays?
Nrf2 activator: -1.2%; TGFb inhibitor: -26.3%; A549 viability: 12.2%; Nrf2 block: 3.0%[9.27 µM]

What do the screens show for `CC(C)(C)OC(=O)N1CCC(c2c(C(=O)N3CCN(C(=O)c4ccco4)CC3)cnn2-c2cccc(F)c2)CC1`?
Nrf2 activator: -0.1%; TGFb inhibitor: 0.0%; A549 viability: 6.1%; Nrf2 block: -6.7%

What do the screens show for `CC(=O)Nc1c(C)ccc(CNC(=O)COc2cc(C)ccc2C)c1C`?
Nrf2 activator: 0.4%; TGFb inhibitor: -3.9%; A549 viability: 0.6%; CCT modulator: -4.1; Mm-Cpn inhibitor: 2.5%; pAkt inh: inactive; Nrf2 block: 0.9%; EPAC2 agonist: 9.9%; EPAC2 antagonist: -5.7%

Results for Cc1ccc2onc(CC(=O)N3CCN(c4cccc(Cl)c4)CC3)c2c1 ?
Nrf2 activator: 4.0%; TGFb inhibitor: inconclusive; A549 viability: -0.9%; Nrf2 block: inconclusive

How did CCOc1ccc(OCC)c(NC(=O)C2CCN(S(=O)(=O)c3c(C)noc3C)CC2)c1 do in these assays?
Nrf2 activator: 2.9%; TGFb inhibitor: -8.5%; A549 viability: -0.1%; CCT modulator: 0.2; Mm-Cpn inhibitor: 0.9%; pAkt inh: inactive; Nrf2 block: 9.0%; EPAC2 agonist: 7.2%; EPAC2 antagonist: -1.7%

What do the screens show for `COc1ccc(C2CC(=O)c3c([nH]c(C(=O)OCc4ccccc4)c3C)C2)cc1OC` (stereo not given)?
Nrf2 activator: -1.0%; TGFb inhibitor: -21.8%; A549 viability: 0.9%; Nrf2 block: inconclusive

How did COc1ccc(C)cc1NC(C)C(=O)NC(=O)NC1CCCCC1 (stereo not given) do in these assays?
Nrf2 activator: -0.4%; TGFb inhibitor: -10.4%; A549 viability: 14.0%; CCT modulator: -6.0; Mm-Cpn inhibitor: 0.7%; pAkt inh: inactive; Nrf2 block: -20.2%; EPAC2 agonist: 4.9%; EPAC2 antagonist: -3.1%

What do the screens show for `Cc1[nH]c2ccccc2c1C(=O)CN1C(=O)NC(C)(c2ccc(Cl)cc2Cl)C1=O` (stereo not given)?
Nrf2 activator: 12.3%; TGFb inhibitor: inconclusive; A549 viability: -9.7%; CCT modulator: 0.0; Mm-Cpn inhibitor: -0.9%; pAkt inh: inactive; Nrf2 block: inconclusive; EPAC2 agonist: -15.8%; EPAC2 antagonist: -12.0%

How did CS(=O)(=O)c1ccc(NCCc2ccccn2)c([N+](=O)[O-])c1 do in these assays?
Nrf2 activator: 0.6%; TGFb inhibitor: -1.9%; A549 viability: -10.6%; CCT modulator: -1.9; Mm-Cpn inhibitor: 1.8%; pAkt inh: inactive; Nrf2 block: 10.4%; EPAC2 agonist: 7.7%; EPAC2 antagonist: 0.7%

Results for COCCN(C(=O)COC(=O)/C=C/c1ccc2c(c1)OCO2)c1c(N)n(Cc2ccccc2)c(=O)[nH]c1=O ?
Nrf2 activator: -0.4%; TGFb inhibitor: -2.3%; A549 viability: -5.1%; CCT modulator: -3.7; Mm-Cpn inhibitor: -0.5%; pAkt inh: inactive; Nrf2 block: -0.5%; EPAC2 agonist: -8.2%; EPAC2 antagonist: 3.6%

What do the screens show for `Cc1[nH]n(C(C)(C)C)c(=O)c1Sc1ccc(Cl)cc1`?
Nrf2 activator: -0.6%; TGFb inhibitor: -13.0%; A549 viability: 2.9%; CCT modulator: 3.4; Mm-Cpn inhibitor: -2.9%; pAkt inh: inactive; Nrf2 block: inconclusive; EPAC2 agonist: 7.4%; EPAC2 antagonist: 22.7%[57.1 µM]

What do the screens show for `COc1ccc(NC(=S)NCCCN2CCCC2)cc1`?
Nrf2 activator: -0.5%; TGFb inhibitor: -3.7%; A549 viability: 10.3%; CCT modulator: 0.6; Mm-Cpn inhibitor: -2.6%; pAkt inh: inactive; Nrf2 block: 11.8%; EPAC2 agonist: -1.6%; EPAC2 antagonist: 4.7%

Results for CCN(CC)C(=O)CSc1nc2c(c(=O)n(C)c(=O)n2C)n1Cc1ccccc1 ?
Nrf2 activator: 1.0%; TGFb inhibitor: -11.4%; A549 viability: -3.8%; Nrf2 block: -6.3%

Results for CN(C(=O)Cn1cnc([N+](=O)[O-])n1)C1CCCCC1 ?
Nrf2 activator: -0.1%; TGFb inhibitor: -2.4%; A549 viability: -6.0%; CCT modulator: -0.7; Mm-Cpn inhibitor: 0.9%; pAkt inh: inactive; Nrf2 block: 3.9%; EPAC2 agonist: -9.0%; EPAC2 antagonist: 4.3%

Results for Cc1ccc(Cc2c(-c3ccc(Br)cc3)nc3cc(C)ccn23)cc1 ?
Nrf2 activator: 5.0%; TGFb inhibitor: 12.7%; CCT modulator: -0.8; pAkt inh: inactive; EPAC2 agonist: 5.0%; EPAC2 antagonist: -8.7%

How did O=C(O)CN1C(=O)/C(=C/c2ccccc2Cl)Oc2ccccc21 do in these assays?
Nrf2 activator: 24.1%; TGFb inhibitor: 5.4%; A549 viability: 6.7%; CCT modulator: 0.0; Mm-Cpn inhibitor: -3.2%; pAkt inh: inactive; Nrf2 block: 0.5%; EPAC2 agonist: 14.3%; EPAC2 antagonist: -18.9%

Assay outcomes from PubChem BioAssay.
